FAS TE block – blocks the thioesterase domain of human fatty acid synthase; 360,000 tested, 0.67% active; AID 602261; recombinant FAS-TE, OMFH fluorogenic substrate, fluorescence endpoint; inhibition, % at 15 µM; P49327;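 active means compounds whose normalised, plate-corrected inhibition of enzyme fluorescence in the single-dose primary screen is 50% or more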;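 further: 0% = DMSO with enzyme and 100% = substrate without enzyme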
bovine MsrA act – activates bovine MsrA enzyme; purified bovine MsrA, absorbance read-out; AID 602163; 360,000 tested, 0.3% active; activation, % at 10.6 µM; in the data active means activation above about 7.5%;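 further: 0% = vehicle and 100% = reference activator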
Neddyl block – blocks human cullin neddylation. P61081+Q13564. TR-FRET cullin neddylation, biochemical. calls only at 25 µM. 360,000 tested, 0.58% active. AID 651699; in the data active means inhibition above about 36%
Tb MetRS inh – Trypanosoma brucei MetRS inhibition; purified T. brucei MetRS, ATP depletion, Kinase-Glo luminescence; inhibition, % at 11.9 µM; 360,000 tested, 0.4% active; AID 624268;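 active means inhibition above a per-plate cutoff of the control wells' mean inhibition plus 3 SD, cut at about 5.5% in these data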;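 further: 0% = DMSO wells median and 100% = median of wells with control inhibitor compound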
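System: purified T. brucei MetRS enzyme / Detection: Kinase-Glo luciferase luminescence reporting remaining unconsumed ATP / Medium: HEPES buffer with MgCl2, KCl, DTT, spermine, BSA, pyrophosphatase / Replication: singlicate, one well per compound / Evaluation: percent inhibition relative to median high and low control wells / Schedule: 2 h aminoacylation at 25 °C after 15 min preincubation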
MsrA inh – inhibitors of bovine MsrA | purified bovine MsrA, absorbance read-out | 360,000 tested, 0.75% active | inhibition, % at 15.5 µM; in the data active means inhibition above about 4.5%;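 further: 0% = vehicle wells with enzyme and 100% = reference inhibitor wells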
E coli Lon inh – inhibitors of E. coli Lon protease | P0A9M0 | purified E. coli Lon protease, fluorescence polarization | inhibition, % at 7.94 µM | 360,000 tested, 0.42% active; in the data active means inhibition above about 13%, passing the limit was not always enough;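 further: 0% = enzyme with probe and DMSO and 100% = no enzyme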
Target sequence (P0A9M0 whole entry, looked up): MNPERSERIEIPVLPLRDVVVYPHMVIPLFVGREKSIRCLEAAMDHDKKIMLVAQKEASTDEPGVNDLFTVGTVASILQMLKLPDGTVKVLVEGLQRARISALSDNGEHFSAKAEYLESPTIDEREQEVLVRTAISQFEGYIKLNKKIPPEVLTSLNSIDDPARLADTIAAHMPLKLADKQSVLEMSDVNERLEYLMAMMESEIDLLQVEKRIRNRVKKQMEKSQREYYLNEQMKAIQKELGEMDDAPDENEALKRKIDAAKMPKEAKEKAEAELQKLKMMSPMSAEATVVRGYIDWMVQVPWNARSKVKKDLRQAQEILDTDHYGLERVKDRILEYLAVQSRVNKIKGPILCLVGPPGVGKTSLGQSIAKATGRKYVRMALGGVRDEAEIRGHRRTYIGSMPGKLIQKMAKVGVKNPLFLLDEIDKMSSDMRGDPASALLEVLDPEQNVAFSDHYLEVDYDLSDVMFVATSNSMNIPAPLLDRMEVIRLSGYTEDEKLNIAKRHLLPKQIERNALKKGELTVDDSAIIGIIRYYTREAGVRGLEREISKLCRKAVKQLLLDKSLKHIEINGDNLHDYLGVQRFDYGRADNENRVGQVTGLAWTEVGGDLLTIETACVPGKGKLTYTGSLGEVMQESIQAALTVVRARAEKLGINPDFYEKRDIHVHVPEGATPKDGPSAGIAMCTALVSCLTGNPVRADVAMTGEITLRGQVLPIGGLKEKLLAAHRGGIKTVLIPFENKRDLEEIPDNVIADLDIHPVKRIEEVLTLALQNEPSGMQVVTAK
MLLE-PAM2 inh – blocks PAM2 peptide binding to the PABP1 MLLE domain; P11940; inhibition, % at 20 µM; AID 588489; 360,000 tested, 0.36% active; GST-MLLE / FITC-PAM2 fluorescence polarization; in the data active means inhibition above about 35%, passing the limit was not always enough;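 further: plate controls were DMSO wells with GST-MLLE for no effect and wells lacking GST-MLLE protein for full effect; some results filed as inactive read as strong as hits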
CSN inh – blocks human CSN-mediated cullin deneddylation; 360,000 tested, 0.38% active; inhibition, % at 12.5 µM; Purified CSN, SCF-Nedd8-OG deneddylation, fluorescence polarization; AID 651999; Q92905;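 active means pattern-corrected inhibition above about 35%, with an unprinted fluorescence ratio check between 0.5 and 1.5, limit read from the data, passing the limit was not always enough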;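 further: 0% = enzyme with substrate and 100% = substrate without enzyme; some results filed as inactive read as strong as hits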
Target sequence (Q92905 whole entry, looked up, one chain of several): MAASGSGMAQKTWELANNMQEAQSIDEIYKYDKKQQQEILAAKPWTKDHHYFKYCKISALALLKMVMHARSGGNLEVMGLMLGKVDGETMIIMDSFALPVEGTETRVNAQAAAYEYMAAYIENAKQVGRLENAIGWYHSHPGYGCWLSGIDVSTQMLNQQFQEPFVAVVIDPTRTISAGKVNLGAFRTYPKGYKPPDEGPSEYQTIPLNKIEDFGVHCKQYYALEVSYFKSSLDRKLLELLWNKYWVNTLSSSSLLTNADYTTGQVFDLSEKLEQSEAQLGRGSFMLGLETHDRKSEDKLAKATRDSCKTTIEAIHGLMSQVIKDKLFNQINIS
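Detection – fluorescence polarization · System – HEK293T-derived human Csn5 enzyme · Controls – substrate-only high control, full reaction low control · Timing – 90 min, room temperature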
Rin1 Abl inh – blocks binding of human Rin1 to Abl | P00519+Q13671 | TR-FRET Rin1/Abl binding, biochemical | inhibition, % at 7.35 µM | 360,000 tested, 0.4% active | AID 588664; in the data active means inhibition above about 5%, passing the limit was not always enough
The depositor's hits bear a star; i = inactive; / = no result given; + = active, no number.

SMILES	FAS TE block	bovine MsrA act	Neddyl block	Tb MetRS inh	MsrA inh	E coli Lon inh	MLLE-PAM2 inh	CSN inh	Rin1 Abl inh
N#Cc1ccc(/C=C2\CCn3c2nc2cc(C(=O)O)ccc2c3=O)cc1	-4	-3	+	0.1	-0.8	4	-2	6	1
COC(=O)c1cc(NC(=O)c2c(F)c(F)c(F)c(F)c2F)cc(C(=O)OC)c1	10	-3	i	-0.2	0.1	25	10	-7	2
CN1C(C)(C)CC(NC(=O)CCC(=O)NC2CC(C)(C)N(C)C(C)(C)C2)CC1(C)C	-7	-12	i	-1.0	0.1	-1	-12	-3	4
CC1CCN(C(=O)c2nc[nH]c2C(=O)OCCNC(=O)OC(C)(C)C)CC1	-6	-6	i	-0.5	0.9	-6	3	2	6
COc1cc(C#N)ccc1OC(=O)C1CCN(C(=O)c2ccc(F)cc2)CC1	-4	-3	i	0.1	-0.5	10	-10	2	2
CC(C)c1ccc(NC2CCCN(C(=O)CCN3CCCCC3=O)C2)cc1 (centres undefined)	-3	-6	i	0.0	-0.2	0	7	-2	1
Nc1nc(SCC(=O)Nc2ccc(Br)cc2F)n[nH]1	-19	-4	i	-1.2	-0.1	2	-5	2	-3
Cc1cccc(-c2noc(-c3ccno3)n2)c1	8	0	i	1.9	0.4	9	0	3	-3
Cc1cc(NC(=O)CSc2nnnn2C2CCCC2)no1	-6	-2	i	0.2	-0.2	-7	13	-5	-1
COc1ccc(C2=CSC3=NCCN23)cc1[N+](=O)[O-]	-150	-2	i	-1.1	0.8	3	-3	-2	-5
COc1ccc(S(=O)(=O)Nc2cccc(-n3cnnn3)c2)cc1	4	-3	i	-0.5	-0.5	12	1	1	5
CCCCCCCCNc1ncnc2ccccc12	12	-2	i	11*	/	3	-4	-4	3
Cc1ccc(S(=O)(=O)NCCSC(C)(C)C)cc1	-1	-10	i	-0.6	0.3	-4	3	2	4
CN(C)c1cc(-c2cccc([N+](=O)[O-])c2)oc(=O)c1Cl	13	-4	i	-0.2	1.6	4	11	3	-3
COc1cccc(/C=N/NC(=O)c2ccc(N(C)S(=O)(=O)c3ccccc3)cc2)c1OC	22	-10	i	-0.7	2.8	3	0	5	2
O=C(NC1CCSC1=O)c1ccccc1 (centres undefined)	-7	-2	i	-0.4	0.1	3	1	-3	0
Cc1ccc(C(=O)COc2nc(C)nc3ccccc23)cc1	-6	-2	i	0.3	-0.5	-13	15	-2	-2
COc1cc(OC)cc(C2=Cc3ccccc3C(CC(C)=O)N2c2ccc(-c3cncnc3)cc2)c1 (centres undefined)	32	-3	/	-0.1	0.1	0	/	-3	/
CCC(=O)Nc1ccccc1C(=O)OCC(=O)c1ccccc1	7	-1	i	0.2	-0.3	-1	-9	-2	1
CC(=O)Nc1c(Cl)cc2c(c1Cl)Cc1cc(C#N)ccc1-2	-1	-2	i	0.2	0.8	12	-21	3	-2
O=C1CN(C(=O)c2ccc(Br)o2)C(c2ccccc2)c2cc(F)ccc2N1 (centres undefined)	0	12*	i	-0.6	-0.1	-6	-14	-7	-2
CC(C)(C)NS(=O)(=O)c1ccc(CCC(=O)Nc2ccc3c(c2)OCCO3)cc1	-8	-5	i	-0.2	-0.7	-5	3	-2	1
O=C(NC(NC(=O)c1ccccc1)C(=O)c1ccccc1)c1ccccc1	0	1	i	-0.4	0.1	-8	5	-5	1
Cc1ccc2c(c1)cc(CN(CCc1ccccc1)C(=O)N1CCOCC1)c1nnnn12	8	0	i	-0.7	-0.6	-12	0	-3	1

Molecules from the list above that contain a Cl atom (2):
SMILES	FAS TE block	bovine MsrA act	Neddyl block	Tb MetRS inh	MsrA inh	E coli Lon inh	MLLE-PAM2 inh	CSN inh	Rin1 Abl inh
CN(C)c1cc(-c2cccc([N+](=O)[O-])c2)oc(=O)c1Cl	13	-4	i	-0.2	1.6	4	11	3	-3
CC(=O)Nc1c(Cl)cc2c(c1Cl)Cc1cc(C#N)ccc1-2	-1	-2	i	0.2	0.8	12	-21	3	-2

(more compounds)
SMILES	FAS TE block	bovine MsrA act	Neddyl block	Tb MetRS inh	MsrA inh	E coli Lon inh	MLLE-PAM2 inh	CSN inh	Rin1 Abl inh
CCC(C)c1ccc(NC(=S)NCCn2cc(Br)cn2)cc1 (centres undefined)	20	3	i	-0.3	0.4	7	-10	9	2
CCC(=O)N/C(N)=N/c1nc(C)c2cc(OC)ccc2n1	-11	1	+	-0.4	0.1	-3	-5	-1	1
c1csc(C(c2nnnn2C2CCCC2)N2CCOCC2)c1 (centres undefined)	-5	-5	i	-1.5	0.6	-1	-7	0	5
FC(F)(F)c1ccc(C2Nc3cccc4cccc(c34)N2)cc1	20	-3	i	-0.1	-0.3	-1	-4	-6	7
Cc1noc(C)c1S(=O)(=O)N1CCC2(CC1)OCCO2	-4	-1	i	0.2	-0.2	1	5	-3	-2
O=C(OCC(=O)N1CCCCCC1)c1cccc(Cl)c1Cl	3	0	i	-0.2	-0.2	-10	7	2	2
Oc1cc(Nc2ccncc2)cc2cccnc12	-45	0	i	0.1	0.7	-12	9	1	0
c1ccc(-c2nc(NC3CC3)nc(-n3ccnc3)n2)cc1	-4	14*	i	-0.6	0.5	3	4	1	3
COc1cc(C(C(=O)NCC2CCCO2)N(C(=O)Cn2nnc3ccccc32)c2ccc(C(C)=O)cc2)ccc1O (centres undefined)	0	-1	i	-0.6	0.5	-2	13	-4	-1
Cc1ccccc1OCCCC(=O)Nc1ccccc1C(F)(F)F	7	-2	i	0.1	1.7	-1	-6	1	0
CN(C)c1ccc(/C=N/NC(=O)c2cccc(C(=O)N/N=C/c3ccc(N(C)C)cc3)n2)cc1	-17	-3	i	-0.8	-0.7	8	-3	2	-2
O=C(NCCNc1nccc(C(F)(F)F)n1)c1cccc(C(F)(F)F)c1	4	-1	i	-0.4	-0.7	-9	3	-1	1

Of the compounds above, 3 contain bromine:
SMILES	FAS TE block	bovine MsrA act	Neddyl block	Tb MetRS inh	MsrA inh	E coli Lon inh	MLLE-PAM2 inh	CSN inh	Rin1 Abl inh
Nc1nc(SCC(=O)Nc2ccc(Br)cc2F)n[nH]1	-19	-4	i	-1.2	-0.1	2	-5	2	-3
O=C1CN(C(=O)c2ccc(Br)o2)C(c2ccccc2)c2cc(F)ccc2N1 (centres undefined)	0	12*	i	-0.6	-0.1	-6	-14	-7	-2
CCC(C)c1ccc(NC(=S)NCCn2cc(Br)cn2)cc1 (centres undefined)	20	3	i	-0.3	0.4	7	-10	9	2

Next entries:
SMILES	FAS TE block	bovine MsrA act	Neddyl block	Tb MetRS inh	MsrA inh	E coli Lon inh	MLLE-PAM2 inh	CSN inh	Rin1 Abl inh
COc1cccc(CC2(CO)CCCN(Cc3cc4ccccc4[nH]3)C2)c1 (centres undefined)	-4	-3	i	0.5	0.1	-4	9	6	0
CCc1occc(=O)c1Oc1cc(NN2CCCCC2)c([N+](=O)[O-])cc1[N+](=O)[O-]	8	-4	i	-0.2	13*	4	-14	0	-2
Cc1ccc(C(=O)Oc2cccc(NC(=O)c3cccs3)c2)cc1S(=O)(=O)N1CCOCC1	36	-4	i	-0.6	3.9	-10	-5	7	-1
COc1cc2c(cc1OC)C(c1ccccc1O)NCC2 (centres undefined)	-6	-3	i	1.9	-0.7	-2	-8	-1	-1
O=C(CC1C(=O)NCCN1Cc1ccc(F)cc1Cl)NCc1ccon1 (centres undefined)	-2	-3	i	-0.2	0.5	6	16	2	4
CCC(C)/C(C)=N/Nc1ccc(S(N)(=O)=O)cc1[N+](=O)[O-] (centres undefined)	6	-8	i	0.2	7.7*	-9	3	2	-2
O=C(c1cc(-c2ccccc2)nn1-c1ccccc1)N1CCN(S(=O)(=O)c2ccc(F)cc2)CC1	36	1	i	0.0	0.2	-2	-20	-2	-1
COc1ccc(C2CC(c3ccc(OC)c(OC)c3)=NN2C(=O)c2ccccc2)cc1 (centres undefined)	16	-4	i	0.3	-0.3	3	-6	-4	-1
O=C(CCc1nc(-c2ccccc2)no1)NCCc1ccccc1	0	-1	i	0.6	/	1	-1	-4	1
Cc1ccn2cc(-c3cccc(NC(=O)CCC(=O)O)c3)nc2c1	-2	-7	/	-1.4	0.4	2	6	-5	4
COc1cccc(C(=O)N2CCN(Cc3ccccc3[N+](=O)[O-])CC2)c1	-10	-7	i	-0.8	1.7	2	19	0	1
C=CCN(c1ccccc1)S(=O)(=O)c1ccc2c(c1)oc(=O)n2C	2	-2	i	-0.3	0.7	-1	-13	3	-1
Cc1cc(C)c(S(=O)(=O)N2CCCC2=O)c(C)c1	-4	-2	i	0.6	0.6	3	19	2	-1
COc1ccc(-c2cc(=O)c3ccccc3[nH]2)cc1	-7	1	i	-0.2	0.3	-4	-4	-5	1
CCCC(=O)Nc1cc(C)c(NC(=O)c2ccccn2)cn1	-7	-14	i	-0.8	-0.1	-13	7	-1	1
CC/C(=N\NC(N)=O)c1ccc(OC(F)F)cc1	-4	-1	i	-0.2	1.3	-4	5	4	-1
O=C(/C=C/c1ccc2c(c1)OCO2)Nc1nc2ccccc2s1	-4	-10	/	-1.4	0.1	-1	3	0	1
O=C(NN1C(=O)/C(=C\c2cccnc2)SC1=S)C(c1ccccc1)c1ccccc1	2	-10	i	-1.2	1.5	1	-31	-7	2
Cc1ccc(CN(Cc2cc3cc4c(cc3[nH]c2=O)OCCO4)Cc2nnnn2Cc2ccco2)cc1	1	-12	i	-0.5	1.1	-9	-13	4	0
CC(Sc1ccc(S(=O)(=O)N2CCN(C)CC2)cn1)C(=O)Nc1cccc(Cl)c1Cl (centres undefined)	35	-1	i	-0.4	-0.8	-9	0	-3	1
C[N+]1(CCOc2ccc([N+](=O)[O-])cc2)CCOCC1	-8	-7	i	-1.2	2.4	8	-149	0	3
CN1C(=S)SC(/[N+]([O-])=C\c2ccccc2F)C1(C)C (centres undefined)	-6	-3	i	0.1	0.4	0	9	-3	-3
O=C1c2ccccc2C(=O)N1CCC(c1ccc(F)cc1)c1ccco1 (centres undefined)	0	0	i	-0.1	0.4	1	-5	6	-2
CC(CCN1CCOCC1)c1ccccc1 (centres undefined)	-8	-1	i	-0.3	0.1	-15	4	1	1
CCN(CC)c1ccc(C(=O)OCC(=O)Nc2ccc3[nH]c(=O)[nH]c3c2)cc1	-8	-3	/	0.0	2.1	-1	-14	-1	4
O=C(CSc1nc2c(cnn2-c2ccccc2)c(=O)[nH]1)NCC1CCCO1 (centres undefined)	-6	-1	i	0.2	0.1	2	-3	-4	-1
CCNc1nc(NCC)nc(N/N=C/c2ccc(O)c(OC)c2)n1	-5	-4	i	0.2	3.2	-6	-19	-3	-8

Some of the entries above, reformatted.
The line under a structure holds: FAS TE block | bovine MsrA act | Neddyl block | Tb MetRS inh | MsrA inh | E coli Lon inh | MLLE-PAM2 inh | CSN inh | Rin1 Abl inh
O=C(CSc1nc2c(cnn2-c2ccccc2)c(=O)[nH]1)NCC1CCCO1 (centres undefined)
 : -6 | -1 | i | 0.2 | 0.1 | 2 | -3 | -4 | -1
O=C(NN1C(=O)/C(=C\c2cccnc2)SC1=S)C(c1ccccc1)c1ccccc1
 : 2 | -10 | i | -1.2 | 1.5 | 1 | -31 | -7 | 2
Cc1ccc(CN(Cc2cc3cc4c(cc3[nH]c2=O)OCCO4)Cc2nnnn2Cc2ccco2)cc1
 : 1 | -12 | i | -0.5 | 1.1 | -9 | -13 | 4 | 0

With a hit mark in Neddyl block, among the entries above:
| SMILES | bovine MsrA act | Neddyl block | Tb MetRS inh | MsrA inh | E coli Lon inh | MLLE-PAM2 inh | CSN inh | Rin1 Abl inh |
| --- | --- | --- | --- | --- | --- | --- | --- | --- |
| N#Cc1ccc(/C=C2\CCn3c2nc2cc(C(=O)O)ccc2c3=O)cc1 | -3 | + | 0.1 | -0.8 | 4 | -2 | 6 | 1 |
| CCC(=O)N/C(N)=N/c1nc(C)c2cc(OC)ccc2n1 | 1 | + | -0.4 | 0.1 | -3 | -5 | -1 | 1 |

Compound activity deposited in PubChem by several laboratories.
